ERAP1 inh – human ERAP1 aminopeptidase inhibitors, primary screen, biochemical, single point, plate reader; Endoplasmic reticulum aminopeptidase 1 (Homo sapiens), Q9NZ08; recombinant ERAP1, Leu-AMC fluorescence, 60 min; inhibition, % at 10.7 µM; actives 0.15% (n = 340,000); AID 652197, 2013;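 active = mean replicate inhibition of at least 30%, or all replicates individually reaching that 30% level; inactive = mean below 30% and not every replicate reaching it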;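 also: 0% = neutral control wells and 100% = L-leucinethiol positive control wells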
CFTR F508del cor – F508del CFTR correction, initial screen, CFBE line, single point; CFBE cells, YFP halide quenching; stimulated with forskolin plus potentiator P3; % fluorescence drop versus neutral controls; AID 720511, 2013; activity (quench increase), % at 7.58 µM; actives 0.36% (n = 350,000);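 active = mean added fluorescence quench of at least 8% versus neutral control, with both replicates also reaching 8%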;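 also: cells transiently co-express mutant CFTR-F508del with the halide-sensitive YFP; corrector assay measuring rescue of mutant channel to the surface after 24 h compound exposure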
GSIS activator – GLuc luminescence reporter in INS-1E cells, primary screen for activators of glucose-dependent secretion of insulin. AID 743287, 2014. activation, % at 16.6 µM. INS-1E GLuc reporter insulin secretion, 2-3 h. actives 0.61% (n = 370,000);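 active = lowest replicate activation of at least 40%, so every replicate reaches that level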;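 also: 0% = median of neutral control wells and 100% = median of IBMX positive control wells; some compounds called inactive have numbers as strong as hits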
XiGFP reactiv – activators of inactive X chromosome reactivation, primary screen, imaging, XiGFP fibroblasts, GFP high-content imaging, set 2. XiGFP mouse fibroblasts, % GFP-positive cells imaging, 3 d; cells co-treated with 5-aza-dC sensitizer; scaled so ellipticine positive control = 100%. activation, % at 7.58 µM. actives 0.055% (n = 360,000). AID 743238, 2013;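 active = mean normalized replicate activation at least 10% and every replicate at or above 10%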;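 also: 0% = median of on-plate neutral control wells and 100% = ellipticine 6 µM median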
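Assay system: SV40-immortalized XiGFP fibroblast cells, line 68-5-11; buffer or medium: DMEM plus 5-aza-dC sensitizer; compound: one concentration, pinned; timing: compounds 3 days, fix/stain 15 min at room temperature; benchmarks: positive control ellipticine, 6 µM final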
ARNT-TACC3 inh – disruptors of ARNT/TACC3 protein interaction, primary screen, biochemical, AlphaScreen, single concentration. Transforming acidic coiled-coil-containing protein 3 (Homo sapiens), Q9Y6A5. AlphaScreen His-ARNT PAS-B/GST-TACC3 binding, luminescence; TACC3 fragment carries E629A point mutation. inhibition, % at 9.99 µM. actives 0.66% (n = 390,000). AID 623870, 2012;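 active = mean inhibition of replicates at least 50% and at least half of replicates each reaching 50%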;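 also: 0% = complete ARNT plus TACC3 wells and 100% = ARNT alone without TACC3; many hits fall short of the cut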
RAD54 branch – inhibitors of human RAD54 branch migration, primary screen, biochemical, fluorescence, single point. DNA repair and recombination protein RAD54-like (Homo sapiens), Q92698. RAD54 Holliday junction branch migration, FAM/BHQ fluorescence. inhibition, % at 10.4 µM. actives 0.14% (n = 360,000). AID 602329, 2012;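 active = mean normalized replicate activity at least 40 and at least half of replicates scoring 40 or more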;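 also: 0% = median of neutral control wells and 100% = median of positive control wells; inhibitors cause a drop in the FAM fluorescence signal; in these data hits start at about 50%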
Target sequence (Q92698 whole entry, looked up): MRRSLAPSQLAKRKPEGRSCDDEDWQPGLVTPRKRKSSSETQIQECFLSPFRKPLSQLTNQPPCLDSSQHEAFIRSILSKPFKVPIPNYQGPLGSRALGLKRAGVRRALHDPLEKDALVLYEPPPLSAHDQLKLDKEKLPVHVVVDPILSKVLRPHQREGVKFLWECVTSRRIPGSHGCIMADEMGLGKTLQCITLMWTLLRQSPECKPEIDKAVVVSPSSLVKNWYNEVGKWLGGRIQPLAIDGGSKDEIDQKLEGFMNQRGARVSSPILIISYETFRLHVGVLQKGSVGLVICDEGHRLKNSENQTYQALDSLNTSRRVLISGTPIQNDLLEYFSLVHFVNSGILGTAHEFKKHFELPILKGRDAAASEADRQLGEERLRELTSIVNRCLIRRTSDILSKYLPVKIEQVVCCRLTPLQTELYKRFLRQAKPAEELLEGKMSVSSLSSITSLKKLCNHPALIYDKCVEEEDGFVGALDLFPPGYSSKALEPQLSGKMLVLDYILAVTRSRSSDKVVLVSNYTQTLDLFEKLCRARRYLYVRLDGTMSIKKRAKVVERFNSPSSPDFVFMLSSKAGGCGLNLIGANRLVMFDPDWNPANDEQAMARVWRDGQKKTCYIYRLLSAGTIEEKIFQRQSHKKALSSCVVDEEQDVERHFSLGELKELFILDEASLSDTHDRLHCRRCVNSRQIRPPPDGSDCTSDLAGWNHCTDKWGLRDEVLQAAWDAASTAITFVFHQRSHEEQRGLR
esBAF inh – Bmi1 luciferase reporter increase in mESCs, primary screen, esBAF inhibitor project, mouse ES cells, Bmi1 luciferase knock-in, single point | 24 h; 100% = twice the neutral-well signal | reporter increase, % at 12.5 µM | actives 2% (n = 350,000) | AID 602393, 2012; in the data active = activation above about 40%;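 also: 0% = median of the plate's neutral control wells and 100% = double that signal; a rise in the Bmi1 reporter signal indicates esBAF inhibition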
RAD52 inh – RAD52 DNA annealing inhibitors, primary screen, biochemical, FRET, single point, set 2 | DNA repair protein RAD52 homolog (Homo sapiens), P43351 | recombinant RAD52 DNA annealing, FRET fluorescence | inhibition, % at 18.7 µM | actives 0.46% (n = 360,000);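 active = every replicate showing at least 50% inhibition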
Numbers without * were called inactive; / = not tested or not shown. Outcome played no part in choosing rows; about 3.3% have a hit in one of these screens.

Results follow in this order: ERAP1 inh	CFTR F508del cor	GSIS activator	XiGFP reactiv	ARNT-TACC3 inh	RAD54 branch	esBAF inh	RAD52 inh
#1 O=C(O)/C=C(/c1ccccc1)C(F)(F)F
  -3	-1.1	10	0.0	1	3	0	-12
#2 O=C(NCC1CCCO1)c1cc(NS(=O)(=O)c2cccs2)cc(NS(=O)(=O)c2cccs2)c1 (stereo unspecified)
  0	-0.7	9	-0.2	-1	6	-1	-5
#3 Cc1ccc(C(=O)c2ccccc2C(=O)OCC(=O)NCCc2ccccc2)cc1
  /	/	-28	0.1	2	-10	0	/
#4 CCc1ccc(OCC2NCCc3cc(OC)c(OC)cc32)cc1 (stereo unspecified)
  0	-1.1	32	0.0	8	-5	-7	-151
#5 NC(=O)NC(c1ccc(Cl)cc1)c1ccccc1Cl (stereo unspecified)
  2	-5.0	-24	0.0	-6	/	/	-9
#6 COc1ccc(/C=N/NC(=O)c2ccncc2)c(OC)c1
  2	1.1	14	0.1	-5	-12	2	-11
#7 COC(=O)C1CCN(C2CN(Cc3ccc([N+](=O)[O-])cc3)S(=O)(=O)C2)CC1 (stereo unspecified)
  -1	2.2	14	/	/	6	-9	-14
#8 OC(CCN1CCCCC1)(c1ccccc1)C1C[C@@H]2C=C[C@H]1C2 (stereo partly specified)
  -5	-1.9	-7	0.0	-3	-7	3	-5
#9 CC(C)(C)S(=O)(=O)c1cnc(N2CCCCC2)nc1N
  0	0.6	16	-0.1	-6	/	/	-7
#10 O=C(N/N=C/c1ccc(O)cc1)c1cncc(Br)c1
  0	-0.5	/	0.2	3	-1	-2	-5
#11 COc1ccc(N2C(=O)CC(Nc3cccc([N+](=O)[O-])c3)C2=O)cc1 (stereo unspecified)
  -3	-0.6	-6	0.0	-25	/	/	5
#12 COc1ccc(-c2csc(NC(=O)CCN3C(=O)C4CC=CCC4C3=O)n2)cc1OC (stereo unspecified)
  5	-1.5	20	0.0	-9	-16	9	-67
#13 CCc1ccc(C(O)(CNCc2ccccc2)c2ccccc2)cc1 (stereo unspecified)
  1	/	-2	0.4	-11	-1	9	18
#14 CCCCC(=O)Nc1ccc(NC(=S)NC(=O)c2cccs2)cc1OC
  -2	/	/	0.0	-15	/	/	-15
#15 Cc1[nH]c2ccccc2c1SCCN
  1	-0.4	/	0.1	2	-6	3	-6
#16 CC1(C(=O)NS(=O)(=O)c2ccc(Br)cc2)CCN1C(=O)C1(c2ccccc2)CC1 (stereo unspecified)
  11	-2.1	48	0.0	/	0	4	-5
#17 CC1(C)Cc2c(sc(NC(=O)C(=O)NCCCN3CCOCC3)c2C#N)CO1
  1	-0.4	-2	0.2	-1	-1	-3	-32
#18 O=C(C[C@@H]1C[C@H]2c3cc(NS(=O)(=O)c4ccc(F)cc4)ccc3O[C@H]2[C@@H](CO)O1)N1CCOCC1
  0	2.0	2	0.0	-1	-3	-1	-1
#19 CC(C)c1cccc(C(C)C)c1OCCCCCN1CCOCC1
  2	1.0	-10	0.0	/	-11	/	5
#20 Cc1nc(SCc2ccccc2)nc2c1CCC2
  11	-0.4	13	0.0	-10	-1	100*	-9
#21 CCOc1ccccc1NC(=O)N1CCCN(c2ncccc2C#N)CC1
  1	0.7	-8	0.0	4	-2	-8	-4
#22 Cn1ccc2c(N(Cc3ccccc3)Cc3ccccc3)cc3c(c21)C1CCC3C1 (stereo unspecified)
  /	-2.7	15	0.0	/	-2	0	-12
#23 COc1ccc2c3c(n(C)c2c1)[C@H](CO)N(S(C)(=O)=O)CC31CCN(C(=O)Nc2cccc(F)c2)CC1
  /	0.1	-21	0.1	/	/	/	11
#24 CSc1cccc(CN2CCN(CCc3ccccc3)C(CCO)C2)c1 (stereo unspecified)
  9	/	-14	0.0	-9	/	/	-11
#25 Cc1cccc2cc(C#N)c(N3CCC(O)CC3)nc12
  -2	2.8	6	-0.7	/	/	/	1
#26 O=C(O)[C@H](Cc1c[nH]c2ccccc12)Nc1ncccc1[N+](=O)[O-]
  6	1.1	11	0.1	5	-8	-7	-26
#27 CCCc1cc(C(=O)Nc2ccc(F)cc2F)no1
  4	1.5	9	0.1	-5	-3	68*	-11
#28 Cc1ccc(OCC(=O)N(C)CC(=O)Nc2ccc(Cl)c(C(F)(F)F)c2)c([N+](=O)[O-])n1
  -4	3.1	/	0.1	27	2	8	-9
#29 C[C@@H]1CN([C@H](C)CO)C(=O)c2cc(NC(=O)CCN3CCOCC3)ccc2O[C@@H]1CN(C)Cc1ccccc1
  3	0.6	18	0.0	3	-4	4	-18
#30 O=C(c1ccccc1CCc1ccccc1)N1CCCC1
  1	1.2	13	0.0	3	-8	-6	-5
#31 CCCCCC(=O)N1C[C@H](O)[C@@H](n2cc(COC(=O)c3ccccc3)nn2)C[C@@H]1c1ccc(C)cc1
  -2	3.0	-11	0.0	/	2	-3	4
#32 CC1(C)CC(=O)C2=C(C1)c1c(ccc3ccccc13)NC2c1cc([N+](=O)[O-])cc([N+](=O)[O-])c1O (stereo unspecified)
  3	-1.8	-5	0.1	-5	/	/	8
#33 C[C@H](O)[C@@]1(O)CC[C@H]2[C@@H]3CC[C@@H]4C[C@H](O)CC[C@]4(C)[C@H]3CC[C@@]21C
  0	-0.8	6	/	-1	4	12	-1
#34 Cc1ccccc1N(C(=O)c1snc(C(N)=O)c1N)C(C(=O)NC1CCCCC1)c1ccc(O)cc1 (stereo unspecified)
  -1	-7.4	-31	0.1	-4	-12	-1	-6
#35 COc1ccc(S(=O)(=O)Nc2ccc3c(c2)CC(=O)N([C@H](C)CO)C[C@H](C)[C@H](CN(C)Cc2ccc(Cl)c(Cl)c2)O3)cc1
  -1	1.6	-2	-0.5	-1	-5	4	1
#36 C[C@@H]1CCCCO[C@H](CN(C)C(=O)CCC(F)(F)F)[C@@H](C)CN([C@H](C)CO)C(=O)c2cc(NC(=O)Nc3ccc4c(c3)OCO4)ccc2O1
  -5	-2.2	2	0.1	4	-24	2	-2
#37 O=C(C[C@H]1CC[C@H](NC(=O)c2cccc(F)c2)[C@@H](CO)O1)NCCN1CCCC1
  0	-1.2	15	-0.8	-2	-1	6	-20
#38 CCc1nn(CCCC(=O)NCc2ccco2)c(=O)c2cc3occc3n12
  0	0.1	30	0.4	4	-9	-1	-3
#39 Cc1cccc(CSCCNC(=O)COc2ccc(Cl)cc2)c1
  0	/	-12	0.1	-10	/	/	-7
#40 CCOC(=O)c1c(NC(=O)c2cccnc2)sc(C(C)=O)c1C
  9	/	8	-0.1	0	/	/	-7
#41 COC(C[C@H]1O[C@H]1[C@H](O)[C@@H](C)OCc1ccccc1)OC
  -1	-2.3	8	0.1	-25	-5	-3	-10
#42 Cc1ccc(C(C(=O)NC2CCCCC2)N(CC2CCCO2)C(=O)CCCC(=O)Nc2ccccn2)cc1 (stereo unspecified)
  5	-0.6	-42	0.3	-3	5	-1	-1
#43 CNc1nc(-c2c(C)n(C)c3ccc(OC)cc23)cs1
  4	0.6	8	0.2	-2	6	-7	-7
#44 COC(=O)c1scc(S(=O)(=O)C(C)(C)C)c1N
  2	0.8	0	0.6	-5	/	/	-4
#45 Oc1ccc(-c2[nH]ncc2-c2nc3ccccc3s2)c(O)c1
  -6	-1.0	15	0.0	9	/	/	-6
#46 CC(C)NC(=O)N(C)C[C@@H]1Oc2ccc(NC(=O)Cc3ccccc3)cc2C(=O)N([C@@H](C)CO)C[C@H]1C
  2	-0.3	1	0.6	-12	6	-2	1
#47 O=C1CC(=O)Nc2cc(S(=O)(=O)Nc3cccc(C(F)(F)F)c3)ccc2N1
  1	0.6	/	0.1	5	1	3	1
#48 COc1ccc(-c2ccc3[nH]c4c(c3c2)CCN2C[C@@H]([C@H](C)OC(=O)Nc3cc(Cl)cc(Cl)c3)[C@@H](N(C)C(=O)Nc3cc(Cl)cc(Cl)c3)C[C@@H]42)cc1
  7	-0.1	0	0.4	/	3	-12	-52
#49 Cc1cccc(NC(=S)N2CCC(C(N)=O)(N3CCCCC3)CC2)c1C
  3	-0.2	1	-0.9	1	/	/	-2
#50 Cc1ccc(F)cc1NC(=O)/C=C/c1ccc(S(=O)(=O)N2CCOCC2)cc1
  -2	2.6	14	0.0	-2	4	-4	-4

Next section:
Results follow in this order: ERAP1 inh	CFTR F508del cor	GSIS activator	XiGFP reactiv	ARNT-TACC3 inh	RAD54 branch	esBAF inh	RAD52 inh
#51 CN(C)C(=O)c1ccc(-c2ccc([C@H]3[C@@H](C#N)N(C(=O)C4CC4)[C@@H]3CO)cc2)cc1
  2	2.4	-9	0.2	7	-7	26	-15
#52 O=C(C1=NN(c2ccccc2)C2C(=O)N(c3ccc(Cl)cc3)C(=O)C12)c1ccccc1 (stereo unspecified)
  /	/	9	0.1	5	-22	/	/
#53 Cc1ccc(N(C)S(=O)(=O)c2cccc(C(=O)NCC(c3ccco3)N3CCCC3)c2)cc1 (stereo unspecified)
  2	-0.5	-46	0.0	-13	5	2	-140
#54 CC(C)C#Cc1ccc([C@@H]2[C@@H](CO)N3C(=O)CN(C(=O)c4ccc5c(c4)OCO5)C[C@@H]23)cc1
  -1	0.7	-13	0.0	/	/	/	4
#55 COc1cc(C(N)=O)cc(Cl)c1OCc1ccccc1
  -2	-1.7	26	0.2	-3	/	/	-3
#56 CC(=O)N1CC(=O)N2[C@H](CO)[C@@H](c3ccc(-c4ccc(C(=O)N(C)C)cc4)cc3)[C@@H]2C1
  18	0.2	-2	0.0	/	/	/	0
#57 COc1ccccc1N1C(=O)c2ccc(C(=O)Nc3ccc(F)cc3)cc2C1=O
  1	-3.9	-9	-0.1	-3	-6	4	10
#58 COc1ccc(C2CC(=O)C(c3cccc(Cl)c3)=CN2Cc2ccccc2)cc1 (stereo unspecified)
  2	-7.4	-14	0.2	/	/	/	-14
#59 CC1=NN(C(=O)COc2ccc(C)c(C)c2)C(O)(c2ccccc2)C1 (stereo unspecified)
  1	/	0	-0.2	/	/	/	-5
#60 C/C(CC(=O)Nc1ccccn1)=N\NC(=O)c1cccc(C)c1
  -4	0.9	6	0.3	1	/	/	-54

Printed as active in esBAF inh, among the entries above:
entry	molecule	ERAP1 inh	CFTR F508del cor	GSIS activator	ARNT-TACC3 inh	esBAF inh	RAD52 inh
20	Cc1nc(SCc2ccccc2)nc2c1CCC2	11	-0.4	13	-10	100*	-9
27	CCCc1cc(C(=O)Nc2ccc(F)cc2F)no1	4	1.5	9	-5	68*	-11

Continuation:
Results follow in this order: ERAP1 inh	CFTR F508del cor	GSIS activator	XiGFP reactiv	ARNT-TACC3 inh	RAD54 branch	esBAF inh	RAD52 inh
#61 CC(=O)N1CCN(S(=O)(=O)c2cccc(C(=O)NCCc3ccc(Cl)cc3)c2)CC1
  3	4.1	6	0.1	-4	4	11	-31
#62 CC(C)(C)c1ccc(/C=N/NC(=S)NCc2ccccc2)cc1
  -2	-0.5	9	-0.1	22	/	/	-13
#63 O=C(c1cccc(F)c1)N1CCN=C1SCc1cccnc1
  /	-4.0	-6	-0.1	-5	0	-1	-21
#64 Cc1ccc(NC(=O)C2c3ccccc3Oc3ccccc32)nc1
  -1	0.0	-5	0.2	/	2	/	-9
#65 CC(C)Cn1c(SC(C)C(=O)NCC2CCCO2)nc2ccc(Cl)cc2c1=O (stereo unspecified)
  5	-2.5	23	-0.1	-4	-6	-8	-6

Screens as filed in PubChem.
